S1P4 ag: S1P4 receptor agonists, primary screen, cell-based | Sphingosine 1-phosphate receptor 4 (Homo sapiens), O95977 | S1P4-expressing cell line, agonist reporter assay | activation, % at 4.98 µM | 220,000 compounds, 0.35% hits; in the data active means activation above about 11%;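 further: 0% = DMSO vehicle and 100% = reference agonist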
Target sequence (O95977 whole entry, looked up): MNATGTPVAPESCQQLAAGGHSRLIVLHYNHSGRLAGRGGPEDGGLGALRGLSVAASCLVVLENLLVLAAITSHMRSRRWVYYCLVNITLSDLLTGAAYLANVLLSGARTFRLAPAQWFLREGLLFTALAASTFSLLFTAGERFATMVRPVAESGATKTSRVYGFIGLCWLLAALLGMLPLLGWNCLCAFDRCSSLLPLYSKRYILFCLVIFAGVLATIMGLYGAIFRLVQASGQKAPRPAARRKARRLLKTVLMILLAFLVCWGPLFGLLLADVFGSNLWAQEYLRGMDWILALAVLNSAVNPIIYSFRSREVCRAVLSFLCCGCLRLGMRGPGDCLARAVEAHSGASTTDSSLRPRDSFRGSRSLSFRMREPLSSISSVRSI
zfTRPN1 agonist: zebrafish TRPN1 channel agonists, primary screen, cell-based, HEK293, calcium fluorescence. HEK293 zebrafish TRPN1-YFP, Fluo-8 calcium fluorescence; 100% = response to 87 µM carbachol. AID 1424, 2008. activation, % at 3 µM. 220,000 compounds, 0.18% hits;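 active means activation above its plate's cutoff, the mean activation of test wells on that plate plus 3 SD, cut at about 19% in these data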;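 further: 0% = DMSO alone and 100% = 87 µM carbachol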
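Control set: carbachol 87 µM as high control, DMSO as low control; system: HEK293 stable line with zebrafish TRPN1-YFP; read-out: % activation versus carbachol response; detection: intracellular calcium fluorescence with Fluo-8; doses: single test compound dose, 3 µM nominal, 0.3% DMSO; schedule: dye 1 h 37 °C plus 30 min RT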
Calpain2 inh: inhibitors of pig calpain II, primary screen, biochemical, fluorogenic peptide substrate, 1536-well. inhibition, % at 16 µM. purified calpain II, 30 min. 220,000 compounds, 0.37% hits;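 active means inhibition above about 50%, limit read from the data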
Ba/F3 V617F tox: reduced viability of JAK2V617F-dependent Ba/F3 cells, primary screen, JAK2V617F inhibitor project, cell-based, Ba/F3 EpoR-JAK2V617F, luminescence | inhibition, % at 5.6 µM | AID 1446, 2008 | ATP luminescence | 220,000 compounds, 1.1% hits;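 active means inhibition above the campaign mean plus 3 SD over all tested compounds, cut at about 24% in these data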;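 further: cytokine-independent growth of Ba/F3 cells driven by EpoR plus mutant JAK2; 0% = DMSO-treated cells and 100% = JAK inhibitor I control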
TRPML3 agonist: human TRPML3 channel agonists, primary screen, cell-based, HEK293 TRPML3-YFP, Fluo-8 calcium fluorescence, 3 µM; 220,000 compounds, 0.29% hits; activation, % at 3 µM; 100% = the carbachol control signal;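 active means activation above its plate's cutoff, the mean activation of the plate's test wells plus 3 SD, cut at about 12% in these data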;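 further: 0% = DMSO only wells and 100% = carbachol wells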
Target sequence (Q8TDD5 whole entry, looked up): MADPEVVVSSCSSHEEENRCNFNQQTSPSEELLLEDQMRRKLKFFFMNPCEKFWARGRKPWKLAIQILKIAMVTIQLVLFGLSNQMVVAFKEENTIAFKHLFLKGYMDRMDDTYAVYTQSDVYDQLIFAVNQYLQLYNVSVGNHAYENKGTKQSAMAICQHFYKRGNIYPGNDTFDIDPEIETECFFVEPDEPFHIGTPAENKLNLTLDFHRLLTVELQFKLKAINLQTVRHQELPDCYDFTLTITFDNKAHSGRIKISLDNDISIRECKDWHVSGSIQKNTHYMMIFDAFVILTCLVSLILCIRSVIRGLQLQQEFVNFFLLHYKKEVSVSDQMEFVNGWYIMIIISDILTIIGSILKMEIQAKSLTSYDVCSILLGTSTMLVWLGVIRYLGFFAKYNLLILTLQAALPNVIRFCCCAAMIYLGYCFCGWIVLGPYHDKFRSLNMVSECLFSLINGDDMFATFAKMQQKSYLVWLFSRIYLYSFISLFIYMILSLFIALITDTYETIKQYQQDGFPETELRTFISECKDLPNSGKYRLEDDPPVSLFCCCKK
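Test system – HEK293 line with stable expression of human TRPML3-YFP channel · Control set – carbachol 87 µM final as high control (100%), DMSO as low control (0%) · Signal – Fluo-8 calcium dye fluorescence, ex 470-495, em 515-575 nm · Incubation – 1-h 37 °C dye load, 5-s basal, 120-s post-compound reads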
EP2 mod: EP2 receptor modulators, cAMP readout, primary screen, cell-based, HTRF cAMP, PGE2 stimulation | Prostaglandin E2 receptor EP2 subtype (Homo sapiens), P43116 | EP2-expressing cells, cAMP HTRF FRET, PGE2 co-stimulation | induction, % at 25 µM | 260,000 compounds, 0.83% hits | AID 940, 2007;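 active means compounds whose cAMP rise, as percent of the full-agonist control response, exceeds 60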;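 further: rat C6 glioma line stably carrying human EP2 under a CMV promoter; the protocol text gives 20 µM as final concentration; 100% = response of wells given 1 µM PGE2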
PERK inh: block of dimerizer-induced PERK translation repression, primary screen, PERK inhibitor project, CHO PERK-DD cells, SEAP luminescence, HTS; Eukaryotic translation initiation factor 2-alpha kinase 3 (Homo sapiens), Q9NZJ5; CHO PERK-DD fusion, SEAP luminescence translation reporter; inhibition, % at 5.6 µM; 220,000 compounds, 0.17% hits; AID 1416, 2008;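 active means inhibition above the mean inhibition of all tested compounds plus 3 SD, set separately per screening campaign, cut at about 2.9% in these data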;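 further: PERK kinase domain activated by AP20187 dimerizer at 100 nM; 0% = DMSO with dimerizer and 100% = rapamycin at 8.4 µM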
S1P4 antag: S1P4 receptor antagonists, primary screen, cell-based. Sphingosine 1-phosphate receptor 4 (Homo sapiens), O95977. S1P4-expressing cells, antagonist mode, reporter read-out. inhibition, % at 4.98 µM. 220,000 compounds, 0.26% hits; in the data active means inhibition above about 29%;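 further: 0% = wells stimulated with agonist and 100% = vehicle wells without agonist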
BaF3 parental: parental Ba/F3 cell viability inhibition, counter-screen for JAK2V617F inhibitor project, murine pro-B, CellTiter-Glo luminescence; CellTiter-Glo ATP luminescence; inhibition, % at 5.6 µM; 220,000 compounds, 1.1% hits;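 active means inhibition above a per-campaign cutoff, the mean inhibition of all tested compounds plus 3 SD, cut at about 27% in these data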;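 further: 0% = DMSO wells and 100% = JAK Inhibitor I control wells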
* hit, by the source's call; i = inactive; & = joins results of further samples.

SMILES	S1P4 ag	zfTRPN1 agonist	Calpain2 inh	Ba/F3 V617F tox	TRPML3 agonist	EP2 mod	PERK inh	S1P4 antag	BaF3 parental
CCCCOc1ccc(C(=O)N2CCC(C)CC2)cc1	0.2	-2.2	-19.1	-0.8	0.2	-34.0	1.0	-8.4	9.0
COc1ncnc2c1N[C@@](C)(O)c1c(F)c(F)c(F)c(F)c1S2	1.5	0.7	4.9	-2.1	-0.3	-11.7	0.8	-12.5	3.1
COc1cc(OC)cc(-c2nnc(SCc3cccc(C(=O)O)c3)o2)c1	-3.9	-1.1	-4.5	-1.4	-0.4	21.8	0.0	3.3	2.4
O=C1NC(c2ccccc2)=C(c2nc3ccccc3s2)C(c2ccc(O)cc2)N1 (stereo not given)	-2.1	0.4	-3.8	-0.8	0.3	45.4	0.4	8.3	2.9
N/C(=N\OC(=O)CCc1ccccc1)c1ccccc1Cl	0.8	-1.4	-7.8	-1.0	0.3	26.9	1.3	-4.5	9.8
O=C(Cc1ccccc1)NCC(=O)OC(c1ccccc1)c1ccccc1	1.2	-2.7	10.3	-3.0	-1.5	28.2	1.6	-7.1	3.9
CCN(CC)c1ccc(NC(=O)c2ccc(=O)[nH]c2)cc1S(=O)(=O)Nc1ccccc1OC	0.1	-0.9	-62.3	0.3	0.1	22.2	0.4	12.6	4.9
O=C(N/N=C/C=C/c1ccccc1)c1cc(C2CC2)[nH]n1	0.0	-1.5	10.1	-3.4	0.7	-9.0	-0.9	3.9	0.7
Cc1ccc(CNC(=O)c2cc(COc3c(F)cccc3F)on2)s1	0.2	-1.9	17.2	0.3	-0.6	-40.7	0.2	-2.0	6.7
O=C(Nc1ccc(S(=O)(=O)Nc2nccs2)cc1)c1cc(-c2ccccc2Cl)nc2ccccc12	0.3	-1.1	-53.6	1.7	0.4	11.1	-0.5	-1.8	2.5
CC(C)n1cnc2cc(NCc3ccco3)ccc21	-3.7	0.1	-42.2	-3.9	-0.7	7.7	0.3	7.6	2.8
CCOC(=O)c1cnc(-n2nc(C)cc2C)nc1N(CC)CC	0.1	-1.9	-47.5	-1.2	-0.1	30.3	-1.0	0.3	3.8
C=CCc1ccc(OCCCCN2CCC(C)CC2)c(OC)c1	-1.4	-0.8	-0.4	1.4	0.7	3.0	-0.5	-6.6	5.2
O=C(c1cc2cc([N+](=O)[O-])ccc2s1)N1CCCCC1	-0.8	1.2	55.2*	1.1	-0.4	-21.4	2.3	0.4	4.0
CCOc1cc(/C=C/C(=O)OCC(=O)NC2CCS(=O)(=O)C2)ccc1OCc1ccccc1 (stereo not given)	0.1	-2.0	-51.9	-3.0	-0.1	46.2	1.5	-9.9	3.3

Single records, as listed above. Screens in order: S1P4 ag, zfTRPN1 agonist, Calpain2 inh, Ba/F3 V617F tox, TRPML3 agonist, EP2 mod, PERK inh, S1P4 antag, BaF3 parental
COc1ncnc2c1N[C@@](C)(O)c1c(F)c(F)c(F)c(F)c1S2 in the list: 1.5, 0.7, 4.9, -2.1, -0.3, -11.7, 0.8, -12.5, 3.1
C=CCc1ccc(OCCCCN2CCC(C)CC2)c(OC)c1 in the list: -1.4, -0.8, -0.4, 1.4, 0.7, 3.0, -0.5, -6.6, 5.2
CCCCOc1ccc(C(=O)N2CCC(C)CC2)cc1 in the list: 0.2, -2.2, -19.1, -0.8, 0.2, -34.0, 1.0, -8.4, 9.0

(continued)
SMILES	S1P4 ag	zfTRPN1 agonist	Calpain2 inh	Ba/F3 V617F tox	TRPML3 agonist	EP2 mod	PERK inh	S1P4 antag	BaF3 parental
COCC(=O)n1nc(-c2ccccc2)nc1NCc1ccc(N(C)C)cc1	0.5	0.2	-8.5	-2.7	1.0	-26.3	0.5	-1.8	-1.2
CC(=O)N1CCN(c2ccc(NC(=O)c3ccc(N4CCCC4)c([N+](=O)[O-])c3)cc2Cl)CC1	-0.3	0.9	-17.0	-1.5	0.0	-4.9	-0.3	-1.3	-1.9
CCN1C=C(Cc2ccccc2C)C2=C(C1)C(c1ccccc1C)C(C#N)=C(N)O2 (stereo not given)	-4.1	-0.6	-15.9	-0.3	0.1	23.6	-1.1	5.6	1.6
N#Cc1c(Cl)nc2c(c1C#N)CCCC2	0.3	0.6	-12.3	-1.6	0.3	7.1	-1.2	-11.5	1.8
COc1ccc(CN2CCn3ncc(C(=O)Nc4cc(C)cc(C)c4)c3C2=O)cc1	2.6	1.6	1.4	-4.7	-0.4	-18.6	-0.2	-5.2	0.4
COc1cccc(N2CCN(C(=O)C3CCCN(S(=O)(=O)c4cnc[nH]4)C3)CC2)c1 (stereo not given)	0.4	1.5	-27.5	-2.6	0.2	-9.2	1.8	-4.0	5.3
CC(C)C1=NN(C(=O)c2cccnc2)C(O)(C(F)(F)F)C1 (stereo not given)	1.2	0.7	4.1	0.8	1.6	-0.1	0.6	-6.1	5.4
CCN(CC)CCNC(=O)c1cc2c(-c3ccc(Cl)cc3)nn(C)c2s1	-1.5	1.3	-470.7	3.2	1.1	-21.8	-1.0	-18.9	7.8
O=C(NCCc1ccccn1)c1ccc(COc2ccccc2)o1	1.1	1.1	15.5	4.8	0.3	6.9	0.0	8.1	4.3
COc1ccc(S(=O)(=O)N(Cc2ccccc2)Cc2nc3ccccc3c(=O)[nH]2)cc1	0.2	0.0	-8.3	0.0	0.5	-56.4	-1.2	-8.2	1.8
Cc1ccsc1C1C2=C(CCCC2=O)Nc2ncnn21 (stereo not given)	0.8	2.0	9.4	-5.7	0.7	12.4	1.4	-5.5	2.6
COCCCn1c(=S)[nH]c2c(sc3ccccc32)c1=O	0.6	0.0	8.6	-3.3	0.8	20.4	0.3	-14.9	1.7
Cc1onc(-c2c(Cl)cccc2Cl)c1COC(=O)c1ccc([N+](=O)[O-])cc1	0.6	-0.2	-5.4	-2.1	-0.5	27.4	1.7	12.8	-1.0
Cc1cc(NC(=O)C2CCCN(S(=O)(=O)c3c(C)noc3C)C2)no1 (stereo not given)	-2.4	1.8	-1.1	1.3	1.3	-25.4	-0.1	-8.7	1.8
CCCNC(=O)C(C)n1c2ccccc2c2nc(=O)cc(C)n21 (stereo not given)	0.2	1.7	-28.6	3.1	0.5	12.3	-0.7	-24.2	6.6
CC1=CC(=O)C=C(C)C1=NOC(=O)/C=C\c1ccccc1	1.9	0.9	-7.0	0.4	1.1	-8.2	1.3	-17.7	9.0
O=C(CSc1nc(O)c(C(c2ccccc2)c2ccccc2)c(=O)[nH]1)N1CCOCC1	1.2	2.3	-10.3	2.1	0.7	25.1	-0.8	-9.7	2.1
CCOC(=O)c1ccc(NC(=O)NCc2ccc(OC)cc2)cc1	-0.2	-0.6	13.0	-1.7	0.0	-49.0	1.5	3.5	-0.5
O=C(Nc1ccc2c(c1)OCO2)c1cccc(Cl)c1	-4.3	-1.5	11.7	-2.2	-0.4	-28.7	0.7	-6.3	2.4
Cc1ccc(CC(=O)Nc2ccccc2N2CCOCC2)cc1C	1.4	0.3	-53.9	-3.3	4.2	13.7	-0.6	-7.4	1.9
Cc1ccc(C(=O)OCC2OC3OC(C)(C)OC3C2O)cc1 (stereo not given)	0.3	-0.7	-1.2	-2.5	0.8	4.6	0.7	-13.7	4.0
Cc1c(Cc2ccccc2)c(=O)oc2cc(OC(=O)c3ccccc3)ccc12	-0.2	1.3	i	-0.1	1.2	28.8	1.3	-5.4	2.0
Nc1nc(Nc2ccc(Cl)cc2Cl)nc(C(F)(F)F)n1	29.9*	-2.0	3.7	0.5	-0.6	-11.2	-1.2	-9.3	8.4
CC(C)CNC(=O)CC(=O)N/N=C/c1ccc(F)cc1	0.1	-0.4	-0.1	1.0	0.6	17.5	1.4	-0.1	5.2
COc1cc(NC(=O)c2cccc(Br)c2)nc(OC)n1	0.4	-1.0	-16.3	-4.1	0.0	-9.5	0.4	-8.7	-0.4
Cc1nc(C)c(-c2csc(NCCc3ccccc3)n2)s1	-0.3	4.5	14.0	-1.0	3.4	-69.6	0.0	-19.3	7.3
CN(CC(=O)Nc1ccc2c(c1)OCO2)S(=O)(=O)c1ccc2c(c1)CCC(=O)N2	0.4	-0.4	-20.0	-1.3	2.1	-55.5	1.9	7.3	-3.5
Cc1ccc(S(=O)(=O)Cc2cccc(C(=O)N3CCOCC3)c2)cc1	-2.5	1.5	36.5	-2.0	0.5	19.1	0.1	-22.4	2.3
CN1CCN(c2ccc(NC(=O)c3ccc4c(c3)OCO4)cc2)CC1	0.6	1.1	31.8	-1.3	0.5	-12.4&-35.2	1.2	-14.4	0.8
O=C(NCCc1ccc(F)cc1)c1cc(-c2ccncc2)nc2ccccc12	0.1	-0.1	9.8	-4.7	0.1	-16.1	0.0	19.8	-5.2
[O-]/[N+](=C\c1ccc(F)cc1)c1ccccc1	0.6	0.5	13.3	-2.3	0.6	-3.8	1.1	-11.3	2.9
OC(COc1cccc2ccccc12)CN1CCN(c2cccc(Cl)c2)CC1 (stereo not given)	-0.3	1.0	19.7	-3.0	0.7	-15.8	1.3	-3.1	-2.6
COc1ccccc1N1CCN(CC(=O)c2c[nH]c3ccccc23)CC1	0.6	0.9	5.2	0.7	0.8	-31.1	-1.1	9.0	-2.1
Cc1cc(N2CCN(S(=O)(=O)c3ccc4c(c3)OCCO4)CC2)n2ncnc2n1	-1.1	0.6	-1.1	1.5	0.2	2.9	-1.3	-18.4	7.4
O=c1[nH][nH]c(-c2ccccc2)c1C=Nc1ccccc1Cl	-3.3	0.6	5.1	-1.5	1.2	-24.9	0.9	6.1	-0.8
CC(=O)Nc1ccc2c(c1)OCCOCCOc1cc(NC(C)=O)ccc1OCCOCCOCCO2	-0.2	1.6	-19.7	4.5	-0.1	33.5	1.2	2.2	7.0
O=C(CC1CCS(=O)(=O)C1)NC1CCCCC1 (stereo not given)	2.8	-0.3	2.7	1.4	0.7	11.7	1.6	-15.2	2.4
O=C(CSc1nc2ccccc2s1)N/N=C/c1ccc(C(=O)O)cc1	0.7	0.5	-11.8	-0.2	0.3	8.7	0.1	-9.2	4.0
COc1ccc(CNC(=O)c2ccc(Cn3nc(C)c([N+](=O)[O-])c3C)o2)cc1	0.1	1.4	-22.6	1.8	0.2	-1.0	0.5	8.7	6.0
Cc1ccc(S(=O)(=O)NCC(=O)Nc2ccc(C(F)(F)F)cc2)cc1	1.5	0.0	8.2	1.7	0.5	13.4	-0.7	4.6	3.1
CCCc1ccc(OCc2ccc(C(=O)Nc3cccc(C)n3)o2)c(OC)c1	-2.2	-0.7	4.8	5.7	-0.1	-30.6	-0.3	2.6	2.3
CCOc1cc(-c2c(C#N)c(N)nc3c2CCCC3C)ccc1O (stereo not given)	0.6	-0.3	-13.4	3.2	-1.0	20.9	-1.1	-11.1	7.4
COCCNC(=O)/C(C#N)=C/c1ccccc1Br	-0.2	0.1	-13.8	-3.9	1.2	-8.7	0.3	-3.4	0.5
